# Compound activity: PubChem BioAssay, National Center for Advancing Translational Sciences (NCATS)
# CCT chaperon mod: High-Throughput Screening for Modulators of Cytosolic Chaperonin Activity; purified chaperonin ATPase assay, HTRF ADP detection, 30 min; activity change, % (test concentration not listed), hits read low; hit rate 0.3% among 360,000; AID 651819, 2012; in the data active = activity change below about -30%; note: % is set by controls: 0 for no effect and ±100 for the full control effect
#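 We incubate TRiC, 40 or 20 nM final, with library compounds at 76 uM and 10 uM ATP for 30 min at 37 °C. ADP formed is detected with Transcreener HTRF reagents after 30 min at room temperature.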
# D3 antag: qHTS of D3 Dopamine Receptor Antagonist: qHTS | D(3) dopamine receptor (Homo sapiens), P35462 | D3R cells, DiscoveRx beta-arrestin luminescence, antagonist mode; active compounds read low | max response, negative = inhibition, % | hit rate 2.5% among 360,000 | AID 652054, 2013; in the data active = max response below about -50%; inconclusive = no clear call, values can overlap the other calls; note: % is set by controls: 0 for no effect and ±100 for the full control effect; mostly tested at two doses, the higher about 12 µM
# Target sequence (P35462 whole entry, looked up): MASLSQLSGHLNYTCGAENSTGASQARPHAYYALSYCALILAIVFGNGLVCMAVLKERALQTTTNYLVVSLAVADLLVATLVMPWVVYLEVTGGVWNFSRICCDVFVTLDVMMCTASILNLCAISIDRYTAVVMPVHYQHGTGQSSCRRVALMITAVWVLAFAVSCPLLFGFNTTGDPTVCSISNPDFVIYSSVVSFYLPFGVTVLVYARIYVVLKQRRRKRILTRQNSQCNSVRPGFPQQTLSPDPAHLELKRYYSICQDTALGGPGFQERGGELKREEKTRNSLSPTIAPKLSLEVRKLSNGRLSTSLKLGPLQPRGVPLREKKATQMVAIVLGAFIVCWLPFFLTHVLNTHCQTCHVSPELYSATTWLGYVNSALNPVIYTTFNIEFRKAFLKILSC
#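 Cells plated overnight at 1500 cells/well, then exposed to library compounds with dopamine controls for 90 minutes at 37 degrees C. DiscoveRx reagent added for 30–60 minutes at room temperature; luminescence read, quantitative HTS format.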
# EPAC2 ag: qHTS for Agonist of cAMP-regulated guanine nucleotide exchange factor 4 (EPAC2): primary screen. Rap guanine nucleotide exchange factor 4 (Homo sapiens), Q8WZA2. EPAC2 activation, biochemical qHTS; response scale: 100% = 6.5 mM cAMP response. Potency, µM (top dose mostly 154 µM), for inactives: at the top dose activation, usual class: activators. AID 720711, 2013. hit rate 0.079% among 360,000; note: potency is the fitted concentration of half-maximal effect; nearly all actives have a fitted effect of over 50% in size
#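 Nucleotide exchange monitored as fluorescence drop when BODIPY-GDP leaves Rap1B. Reaction: 100 nM EPAC2, 250 nM RAP1B-BODIPY-GDP, 50 uM GDP, room temperature, kinetic read over 30 min. Activity expressed relative to 6.5 mM cAMP.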
# pAkt inh: HTS Assay for Inhibitors of Akt Phophorylation: Primary Screen. Neuro2A IGF-stimulated pAkt S473 HTRF, 20 min; active compounds read low. activity change, % for hits at 50 µM. hit rate 0.32% among 360,000; in the data active = activity change below about -80%; inconclusive = mostly about -51% to -80%; note: % is set by controls: 0 for no effect and ±100 for the full control effect
#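 Neuro2A cells in DMEM with 0.5% FBS, overnight at 37 deg C, given compound at single 50 µM final, then IGF (6 nM final) for 20 min at 37 deg C. Lysed; phospho-Akt Ser473 by HTRF after 24 h, 665/615 ratio.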
# DRD3 agonist: qHTS of D3 Dopamine Receptor Agonist: qHTS | D(3) dopamine receptor (Homo sapiens), P35462 | D3R DiscoveRx beta-arrestin cells, luminescence, 90 min | max activation, % | hit rate 0.58% among 410,000 | AID 652048, 2013; in the data active = max activation above about 30%; note: 0% is about no effect; mostly tested at two doses, the higher about 12 µM
#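 Agonist mode: compounds and dopamine controls were applied to plated cells for 90 min at 37 degrees C after an overnight attachment at 1500 cells/well. Luminescent read-out followed 30 - 60 minutes at room temperature with DiscoveRx detection reagent.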
# Mm-Cpn inhibitor: Inhibitors of TCP-1 ring complex (TRiC) of Methanococcus maripaludis (MmCpn): qHTS; purified Mm-Cpn ATPase, ADP Transcreener TR-FRET; hit rate 0.031% among 330,000; Potency, µM (top dose mostly 76.9 µM), for inactives: top-dose activity, negative = inhibition, actives largely listed as inhibitors; note: potency is the fitted concentration of half-maximal effect; % is set by controls: 0 for no effect and ±100 for the full control effect; nearly all actives have a fitted effect of over 80% in size
#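 Reaction buffer contained 30 mM Tris pH 7.4, 100 mM KCl, 5 mM MgCl2 and 1 mM DTT. Mm-CPN (25 nM final) hydrolysed 10 uM ATP over 30 min at 37°C; ADP was read by HTRF.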
# PTHR1 ag: qHTS for PTHR1 Agonists: Primary Screen; Parathyroid hormone/parathyroid hormone-related peptide receptor (Homo sapiens), Q03431; HEK293 GP2 PTHR1 cells, GloSensor cAMP luminescence, 1 h; Potency, µM (highest dose often 115 µM), for the others: at the highest dose activation, usual class: activators; hit rate 0.075% among 410,000; AID 743266, 2014; note: potency is the fitted concentration of half-maximal effect; nearly all actives have a fitted effect of over 55% in size; some results filed as inactive show a strong effect at the top dose; inactives centre near -15; many of its hits are not listed in these tables
# Target sequence (Q03431 whole entry, looked up): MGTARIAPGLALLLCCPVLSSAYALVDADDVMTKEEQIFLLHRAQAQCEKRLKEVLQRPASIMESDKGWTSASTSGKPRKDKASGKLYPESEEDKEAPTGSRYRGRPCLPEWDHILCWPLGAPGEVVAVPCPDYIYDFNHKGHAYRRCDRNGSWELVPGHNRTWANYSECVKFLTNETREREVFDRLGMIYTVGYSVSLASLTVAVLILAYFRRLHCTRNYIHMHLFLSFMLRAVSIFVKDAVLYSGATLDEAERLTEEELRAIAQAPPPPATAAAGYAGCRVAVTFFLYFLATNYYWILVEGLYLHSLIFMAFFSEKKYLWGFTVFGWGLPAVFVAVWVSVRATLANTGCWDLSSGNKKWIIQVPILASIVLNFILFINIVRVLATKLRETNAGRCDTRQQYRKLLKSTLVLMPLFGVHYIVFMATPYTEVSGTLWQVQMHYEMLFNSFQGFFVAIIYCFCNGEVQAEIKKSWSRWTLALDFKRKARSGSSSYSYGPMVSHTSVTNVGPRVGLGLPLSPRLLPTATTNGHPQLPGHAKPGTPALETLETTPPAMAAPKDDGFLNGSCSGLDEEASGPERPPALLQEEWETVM
#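 HEK-293-derived GP2 cells expressing PTHR1 and a GloSensor cAMP reporter, 3,000/well, plated overnight, given luciferin plus IBMX (each 0.5 mM as added) for 1 h at 37 °C, then compound for 1 h at 37 °C. Luminescence was read after 15 min at room temperature.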
# EPAC2 antagonist: qHTS for Antagonist of cAMP-regulated guanine nucleotide exchange factor 2 (EPAC2): primary screen; hit rate 0.18% among 360,000; EPAC2 GEF exchange of Rap1B-BODIPY-GDP, fluorescence; Potency, µM (top dose mostly 114 µM), for inactives: top-dose activity, negative = inhibition, actives largely listed as inhibitors; AID 720708, 2013; note: potency is the fitted concentration of half-maximal effect; % is set by controls: 0 for no effect and ±100 for the full control effect; nearly all actives have a fitted effect of over 45% in size; many of its hits are not listed in these tables
# * hit, by the source's call; i = inactive; ? = inconclusive; nt = not tested or not shown; & = joins results of further samples; [ ] = remark or other dose. Unless noted, calls come from the whole dose curve; as a rule, active = well fitted curve in the direction sought with a large enough effect; inconclusive = small, poorly fitted or top-dose-only effect, or another doubt; inactive = no such curve, though single readings can be large; an effect the other way counts as inactive or inconclusive. This is a subset (hit frequency here may not be typical).
Molecule,CCT chaperon mod,D3 antag,EPAC2 ag,pAkt inh,DRD3 agonist,Mm-Cpn inhibitor,PTHR1 ag,EPAC2 antagonist
CC(OC(=O)c1cc(=O)[nH]c2ccccc12)C(=O)NC1CCCC1 (stereo not drawn),-0.9,6,-4%,i,-11,0%,i,-6%
COc1ccc(C(=O)OC(C)CN2CCN(C)CC2)cc1OC (stereo not drawn),-1.4,36,14%,i,-2,0%,i,-4%
O=C(CC12CC3CC(CC(C3)C1)C2)N1CCCOC1,-1.0,-19,-3%,i,2,-1%,-9%[57.5 µM],11%
CC(=O)C1=C(O)C=C(c2ccco2)CC1c1ccco1 (stereo not drawn),-2.6,-9,12%,i,1,1%,i,-7%
CCNS(=O)(=O)c1ccc(C(=O)Nc2ccccc2)cc1,-2.4,18,1%,nt,0,0%,-1%[57.5 µM],1%
O=C(NNC(=O)c1cccs1)c1ccc(F)cc1,-1.6,1,7%,i,9,-1%,i,-6%
COc1cc2c(cc1OC)C(c1cccs1)NCC2 (stereo not drawn),-2.8,10,-11%,i,1,1%,-5%,?
CC(NC(=O)/C=C/c1ccco1)c1nc2ccccc2n1Cc1c(Cl)cccc1Cl (stereo not drawn),-1.5,-26,-8%,i,-2,0%,-24%,7%
CC(C)(Oc1ccc(Cl)cc1)C(=O)Nc1ccc(S(=O)(=O)Nc2ncccn2)cc1,-4.5,-8,3%,i,2,-1%,-13%,-6%
CCOC(=O)C1(C(=O)OCC)C(c2ccccc2)CC(O)N1C(C)=O (stereo not drawn),-1.6,0,3%,i,-2,1%,i,0%
O=C(CNC(=O)c1ccccc1Br)N/N=C/c1ccccc1O,0.8,13,4%,i,4,0%,i,-2%
CC(=O)n1cc([C@@H]2C=C(C(=O)N3CCN(Cc4ccc5c(c4)OCO5)CC3)O[C@H](OCCCCO)C2)c2ccccc21,-1.2,-10,3%,i,-31,nt,-3%,-21%
COc1cc(C=O)ccc1OCCOCCOc1c(C)cc(Cl)cc1Cl,-2.9,8,10%,i,1,-4%,-28%,-5%
COc1ccc2o/c(=N/NC(=O)c3cccs3)c(C(N)=O)cc2c1,-1.4,10,-43%[inhibitor],i,-3,-3%,-2%,-21%
CC(C)CC(c1nnnn1Cc1cccs1)N1CCN(c2nc3ccccc3s2)CC1 (stereo not drawn),2.2,5,1%,i,14,-3%,i,-8%
O=C(COC(=O)c1ccc(Br)cc1)NCC1CCCO1 (stereo not drawn),1.6,4,-5%,i,-5,-1%,i,2%
O=C(COC(=O)C1CCN(c2ccc(C(F)(F)F)cn2)CC1)c1ccc(Cl)cc1,2.2,-8,3%,i,-2,-1%,-12%,-13%
O=C(COC(=O)c1ccccn1)NCc1cccc(Cl)c1,-0.3,7,20%,i,3,0%,i,-4%
O=C(CCCC(=O)c1ccccc1)NCCc1ccccc1F,-0.6,-7,2%,i,5,-1%,i,-7%
Cc1nn(-c2ccccc2)c(Cl)c1C(=O)NCc1cccs1,-0.7,-20,0%,i,1,-1%,-9%,-1%
Cc1ccc2c(NC(=O)C3CC3)cccc2n1,-2.8,21,-2%,i,0,-6%,i,6%
CCOC(=O)C1=C(C)Nc2ccccc2N=C1NC(=O)c1cccc(S(=O)(=O)N(C)C)c1,0.8,10,-13%,i,-1,-3%,-6%,3%
O=C(Nc1ccccc1)Nc1nc2ccccc2s1,-2.3,4,-2%,i,-1,-1%,-33%[inhibitor],2%
CSc1nc(C)c2c(c1C#N)CCCC2,-8.2,48,?,nt,5,-4%,i,-21%
COc1ccccc1NS(=O)(=O)c1cc(NC(=S)NCCN2CCOCC2)ccc1N1CCOCC1,-0.9,2,-3%,i,-10,2%,-14%,-12%
Cc1ccc(NC(=O)CN(C)C(=O)c2ccccn2)cc1,1.6,19,0%,i,5,-3%,-13%,2%
Oc1ccc(Cl)cc1-c1cc(C(F)(F)C(F)F)nc(-c2ccccc2)n1,0.4,34,-8%,i,0,1%,-9%[57.5 µM],17%
Cc1ccccc1CN(C)C(=O)c1ccc2ccccc2n1,-2.2,-7,0%,i,1,0%,-1%,-9%
COCCCNC(=O)c1ccc(Cn2c(=O)c3ccccc3n(Cc3ccccc3C)c2=O)cc1,0.8,4,-11%,i,-12&2,-1%,-59%&-22%[inhibitor],1%
N#C/C(=C\c1ccccc1Cl)C(=O)NC(=O)Oc1ccccc1,-0.6,-10,11%,i,1,2%,-47%[inhibitor][57.5 µM],-2%
Cc1ccc(C)c(N2N=C(C(=O)Nc3ccccc3N3CCOCC3)CCC2=O)c1,-0.7,-7,0%,i,5,0%,i,-11%
CC1CC1C(=O)N1CCN(S(=O)(=O)c2cc(C(F)(F)F)cc(C(F)(F)F)c2)CC1 (stereo not drawn),0.1,8,-13%,i,7,2%,-36%[inhibitor],-4%
COc1ccc(S(=O)(=O)N(CC(=O)Nc2cc(C)on2)Cc2ccccc2)cc1,-1.1,-20,-11%,i,2,0%,i,-14%
CC1CCN(c2nc(-c3ccco3)c3c(c2C#N)CC(C)(C)OC3)CC1,0.3,2,4%,i,-2,0%,i,-24%
Cc1nn(-c2ccccc2Cl)c2sc(C(=O)Nc3nnc(C4CC4)s3)cc12,-3.1,2,8%,i,2,-15%,i,2%
CCC(C)Nc1nc(OC)nc(N(C)C#N)n1 (stereo not drawn),0.8,0,-10%,i,8,-8%,-13%[57.5 µM],0%
COc1ccccc1NC(=O)CN1CCOCC1,-0.1,16,13%,i,11,1%,-2%,4%
COc1ccccc1OCCSc1nc2ccccc2n1CC(N)=O,2.2,-5,5%,i,-10,-2%,i,-1%
COc1ccc(CNC(=O)CN(C(=O)c2csnn2)c2cccc3c2CCCC3)cc1,-0.6,-4,-3%,i,28,1%,-32%[inhibitor],-2%
COC(=O)c1cc(NC(=O)C(C)c2ccc(CC(C)C)cc2)ccc1O (stereo not drawn),-1.2,-26,3%,i,-16,1%,-9%,-15%
Cc1c(NC(=O)/C(C#N)=C/c2ccccc2)c(=O)n(-c2ccccc2)n1C,-1.1,-6,16%,i,6,-1%,i,-4%
O=C(C1CCCN(S(=O)(=O)c2cccnc2)C1)N1CCN(c2ccccn2)CC1 (stereo not drawn),-0.2,2,11%,i,0,-2%,-19%,9%
CCc1nonc1NC(=O)COc1ccc(Cl)c(C)c1,0.3,5,3%,i,-6,2%,-24%,-12%
Cc1cccnc1Nc1nc(-c2ccc(F)cc2)cs1,-0.3,10,23%,i,0,-12%,-12%,-8%
CN(CCCNC(=O)c1ccccc1F)CCCNC(=O)c1ccccc1F,-0.8,3,10%,i,7,1%,i,-5%
Cn1c(=O)c2c(nc(CN3CCN(C(=O)c4ccco4)CC3)n2Cc2ccccc2)n(C)c1=O,-3.2,-21,1%,i,-5,2%,-7%,0%
COc1cc2[nH]c(-c3cccc(F)c3)cc(=O)c2cc1OC,1.4,-19,8%,i,-6,0%,14%,12%
O=C(Nc1ccc(CN2CCOCC2)cc1)c1ccc(N2CCCC2)c([N+](=O)[O-])c1,-1.8,?,0%,i,-6,1%,-9%,-11%

# Part of the list above in order of SMILES length, largest number first:
Molecule,CCT chaperon mod,D3 antag,EPAC2 ag,pAkt inh,DRD3 agonist,Mm-Cpn inhibitor,PTHR1 ag,EPAC2 antagonist
CC1CC1C(=O)N1CCN(S(=O)(=O)c2cc(C(F)(F)F)cc(C(F)(F)F)c2)CC1 (stereo not drawn),0.1,8,-13%,i,7,2%,-36%[inhibitor],-4%
O=C(Nc1ccc(CN2CCOCC2)cc1)c1ccc(N2CCCC2)c([N+](=O)[O-])c1,-1.8,?,0%,i,-6,1%,-9%,-11%
COc1ccccc1NS(=O)(=O)c1cc(NC(=S)NCCN2CCOCC2)ccc1N1CCOCC1,-0.9,2,-3%,i,-10,2%,-14%,-12%
Cc1c(NC(=O)/C(C#N)=C/c2ccccc2)c(=O)n(-c2ccccc2)n1C,-1.1,-6,16%,i,6,-1%,i,-4%
Cc1ccc(C)c(N2N=C(C(=O)Nc3ccccc3N3CCOCC3)CCC2=O)c1,-0.7,-7,0%,i,5,0%,i,-11%
COc1ccccc1OCCSc1nc2ccccc2n1CC(N)=O,2.2,-5,5%,i,-10,-2%,i,-1%
CCc1nonc1NC(=O)COc1ccc(Cl)c(C)c1,0.3,5,3%,i,-6,2%,-24%,-12%
Cc1cccnc1Nc1nc(-c2ccc(F)cc2)cs1,-0.3,10,23%,i,0,-12%,-12%,-8%

# Further compounds follow:
Molecule,CCT chaperon mod,D3 antag,EPAC2 ag,pAkt inh,DRD3 agonist,Mm-Cpn inhibitor,PTHR1 ag,EPAC2 antagonist
Brc1ccc(C2CC(c3ccccc3)=Nc3ccccc3N2)cc1 (stereo not drawn),0.2,8,14%,i,3,-1%,-25%,-7%
O=C(Nc1cccc(C(F)(F)F)c1)C1CCCN1S(=O)(=O)c1cccc2cccnc12 (stereo not drawn),-2.8,11,-2%,i,17,0%,i,-1%
CCOC(=O)c1c(-c2ccccc2)csc1NC(=O)c1ccc(S(=O)(=O)N2CC(C)OC(C)C2)cc1 (stereo not drawn),-2.8,15,4%,nt,14,0%,i,-15%
CCCC(=O)Nc1nc2nc(C)cc(=O)n2[nH]1,-1.5,-20,11%,i,2,-1%,i,-5%
O=C(O)CSC1CC(=O)N(c2ccc(F)cc2)C1=O (stereo not drawn),-0.8,-5,15%,i,0,nt,i,-29%
